# EP2 modulator – modulators of human EP2 prostaglandin E2 receptor. EP2-expressing cells, cAMP HTRF FRET, PGE2 co-stimulation. induction, % at 25 µM. P43116. AID 940. 0.83% of 260,000 active;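 active means compounds whose cAMP rise, as percent of the full-agonist control response, exceeds 60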;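 further: rat C6 glioma line stably carrying human EP2 under a CMV promoter; the protocol text gives 20 µM as final concentration; 100% = response of wells given 1 µM PGE2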
# Rad51 HR inh – Rad51 (human) homologous recombination inhibition | inhibition, % at 10 µM | hRad51 DNA strand exchange, fluorescence dequenching | 0.085% of 200,000 active | Q06609;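 active means inhibition above 40% at the single screening dose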;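 further: 0% = DMSO control wells and 100% = blanks with heterologous ssDNA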
#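 Assay system: Human Rad51 nucleoprotein filaments preassembled on unlabelled ssDNA | Reagent: Donor/quencher-labelled 47-bp dsDNA substrate | Doses: One concentration, 10 µM final | Times: 37 °C 15-min filament assembly, 30-min compound preincubation, 15-min exchange | Technique: Fluorescein emission 520 nm, excitation 485 nm | Benchmarks: Plate control and blank wells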
# eIF4E 4G PPI – eIF4E/eIF4G interaction inhibition in translation initiation; P63073+Q04637; TR-FRET eIF4E-eIF4GI(517-606) binding, 2 h; inhibition, % at 21.7 µM; 0.37% of 220,000 active; AID 782;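 active means inhibition above about 30%, limit read from the data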;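 further: 0% = full FRET control wells and 100% = background wells lacking eIF4GI fragment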
# Calpain2 inh – calpain II (pig) inhibition; inhibition, % at 16 µM; AID 1236; 0.37% of 220,000 active; purified calpain II, fluorogenic peptide substrate, 30 min;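 active means inhibition above about 50%, limit read from the data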
# Tb hexokinase – blocks Trypanosoma brucei hexokinase 1 activity; recombinant TbHK1, G6PDH-coupled NADH A340; inhibition, % at 10 µM; 0.11% of 220,000 active; AID 1430;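 active means inhibition of 50% or more in the single-dose primary screen; inactive means inhibition below 50%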
# 14-3-3 Bad inh – disrupts binding of bovine 14-3-3 zeta to phospho-Bad peptide; 0.71% of 220,000 active; inhibition, % at 21.7 µM; AID 781; P63103; TR-FRET 14-3-3zeta/Dy647-pBad peptide displacement, 1 h;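 active means inhibition above about 70%, limit read from the data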;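 further: 0% = full 14-3-3 plus peptide FRET controls and 100% = background without 14-3-3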
# Target sequence (P63103 whole entry, looked up): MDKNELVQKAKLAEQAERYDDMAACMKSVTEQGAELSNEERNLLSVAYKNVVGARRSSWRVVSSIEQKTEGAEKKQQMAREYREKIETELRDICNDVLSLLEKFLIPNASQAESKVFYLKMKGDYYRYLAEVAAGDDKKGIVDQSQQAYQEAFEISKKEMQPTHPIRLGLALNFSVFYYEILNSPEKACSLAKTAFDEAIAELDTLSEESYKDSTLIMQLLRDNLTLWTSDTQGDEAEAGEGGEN
# EP2 antag – blocks the human prostaglandin E2 receptor EP2; P43116; C6 glioma cells expressing human EP2, cAMP TR-FRET; cells stimulated with saturating PGE2; inhibition, % at 25 µM; 0.52% of 260,000 active; AID 1422;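 active means percent inhibition above 40 after rounding to a whole number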;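 further: rat C6 glioma host cells with rolipram phosphodiesterase inhibitor present; the protocol text gives 20 µM as final concentration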
# L929 necroptosis – L929 zVAD cell death inhibition; 0.38% of 220,000 active; viability rescue, % at 10 µM; L929 zVAD necroptosis rescue, ATP luminescence, 24 h; with zVAD 60 µM;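 active means activation, scaled between plate controls, above about 75%, limit read from the data; inactive means activation under that limit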;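 further: 0% = zVAD with DMSO and 100% = DMSO alone without zVAD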
# Hck-Nef inh – inhibitors of human Hck kinase activated by Nef; P08631; Recombinant Hck-YEEI plus Nef, Z-Lyte FRET kinase assay; inhibition, % at 20 µM; 0.68% of 220,000 active;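 active means Hck-Nef kinase inhibition above about 50%, limit read from the data; inactive means inhibition below that limit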;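 further: 0% = DMSO with Hck plus Nef and 100% = Hck alone without Nef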
# Target sequence (P08631 whole entry, looked up): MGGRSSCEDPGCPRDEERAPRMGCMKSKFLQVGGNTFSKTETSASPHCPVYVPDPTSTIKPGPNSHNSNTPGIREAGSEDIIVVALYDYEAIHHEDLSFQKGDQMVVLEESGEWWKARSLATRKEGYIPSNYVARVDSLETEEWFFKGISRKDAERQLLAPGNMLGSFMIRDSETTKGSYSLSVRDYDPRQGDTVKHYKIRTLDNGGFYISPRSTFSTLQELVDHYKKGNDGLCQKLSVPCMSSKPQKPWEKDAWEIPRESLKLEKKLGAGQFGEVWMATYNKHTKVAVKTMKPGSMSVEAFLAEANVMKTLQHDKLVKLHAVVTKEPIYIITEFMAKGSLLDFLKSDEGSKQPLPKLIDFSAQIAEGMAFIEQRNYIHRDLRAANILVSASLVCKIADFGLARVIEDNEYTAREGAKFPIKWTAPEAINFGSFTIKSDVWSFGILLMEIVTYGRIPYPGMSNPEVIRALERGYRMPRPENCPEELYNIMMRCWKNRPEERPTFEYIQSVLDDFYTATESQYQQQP
# Starred values were filed as active, the others as inactive; nt = no result given; & = joins results of further samples; [ ] = dose if it differs, or a comment. Only part of the results is shown; count on the stated rates, not on these rows.
SMILES,EP2 modulator,Rad51 HR inh,eIF4E 4G PPI,Calpain2 inh,Tb hexokinase,14-3-3 Bad inh,EP2 antag,L929 necroptosis,Hck-Nef inh
O=C(CSc1nnc(-c2ccc(F)cc2)o1)NC1CCCCC1,-21,-4,1,-47,4,-12,5,52,24
O=C(CN1C(=O)COc2ccc(S(=O)(=O)N3CCCC3)cc21)NC1CCCCCCC1,1,2,6,2,-3,7,1,0.1,3
Cc1ccc(C(C)C)c(OCC(=O)OCc2c(C)noc2C)c1,35,-11,5,1,3,10,10,0.2,1
CN(C)/C=C(\C(=O)c1cccc(Cl)c1)c1nnnn1-c1ccccc1,-22,-4,-1,-14,-22,-4,5,0.0,18
CN(C)c1nc(OCCOC(=O)Nc2ccc(Cl)cc2Cl)nc(N(C)C)n1,5,-1,0,6,-5,-11,0,4.1,-4
O=C(NCC(=O)N1CCN(S(=O)(=O)c2cccs2)CC1)c1ccc(Cl)cc1,6,-83,-3,-22,0,-15,6,-0.7,-4
Cn1c2ccccc2c2ncn(Cc3ccc(F)cc3)c(=O)c21,-31,-1,4,9,5,3,1,1.3,10
CCCCNC(=O)C1CC(c2ccccc2[N+](=O)[O-])=NO1 (stereo not drawn),-17,-8,8[fluorescence artefact?],-21,1,-1,9,0.1,0
N#CC(=C=[N-])C1=C(C#N)C(c2ccccc2F)C([n+]2ccccc2)C(O)(C2CC2)N1 (stereo not drawn),8,-7,-5,-1,-9,-8,14,0.1,1
O=C(CN1C(=O)NC2(CCCCC2)C1=O)Nc1ccc(S(=O)(=O)N2CCOCC2)cc1,15,2,1,-27,3,3,6,0.5,2
COC(=O)C(Cc1cnc(Cl)s1)(C(=O)OC)c1ccc([N+](=O)[O-])cc1[N+](=O)[O-],-13,11,-5,11,0,25,26,-0.3,-1
Cc1ccccc1NC(=O)c1cc2ccccn2n1,13,-8,-8,-15,-3,3,6,1.1,21
COc1ccccc1N(CC(=O)N/N=C/c1ccc(SC)cc1)S(C)(=O)=O,-10,nt,5,20,-22,1,6,0.2,5
CC(=O)C1C(c2ccc(F)cc2)C2C(C)=NN=C2CC1(C)O (stereo not drawn),2,nt,3,-6,4,-1,-1,0.9,2
Cc1nnc(SCC(=O)NC(C)(C)C)n1CCc1ccccc1,-3&3,1,1[fluorescence artefact?],-8,-2,-10,7&8,0.6,1
Nc1ccc2c(c1)OC1(CCCC1)O2,10,-14,5,21,6,2,-1,0.9,-3
COc1ccc(NC(=O)CCN2CCN(S(=O)(=O)c3ccc(OC)cc3)CC2)cc1,0,21,1,-3,-4,-6,9,-0.5,7
O=C1NC(c2ccccc2)=C(c2ccc3ccccc3n2)C(c2ccncc2)N1 (stereo not drawn),2,-1,-1[fluorescence artefact?],14,-14,-5[fluorescence artefact?],2,-0.3,2
Cc1cc(NCc2ccccn2)n2c(nc3ccccc32)c1C#N,-38,-10,2,-339,-13,-7,4,-0.5,33
COc1cnc(N(C)C)nc1Sc1cccc(Cl)c1,76*,-2,-2,-94,-12,-10,11,0.4,-1
CCOC(=O)C1=C(C)NC(C)=C(C(=O)OCC)C1C(=O)OCC(=O)NC(C)C,-10,3,5,-73,-25,6,13,0.1,6
CC(Oc1ccc(Cl)cc1Cl)c1ccnc2nc(N3CCOCC3)nn12 (stereo not drawn),43,16,-5,-14,-13,-7,6,0.4,11
Cc1ccc(OCCNc2cc(N3CCN(CCO)CC3)ccc2[N+](=O)[O-])cc1C,-77,nt,-7[fluorescence artefact?],-26,-3,12,18,2.2,6
CCOC(=O)c1sc2ncnc(OC)c2c1C,19,5,11,16,6,13,19,2.3,-1
COc1ccccc1N1CCN(C(=O)c2cc(-c3cccc(Cl)c3)on2)CC1,-49,1,1,26,-8,3,6,3.0,0
Cc1ccc(-c2nc3cccnc3s2)cc1NS(=O)(=O)c1cccs1,-32,4,5,-14,-10,5,13,1.9,1
O=C(O)c1ccc(-c2ncc[nH]2)cc1,0,-56,1,-35,-6,-2,2,-0.2,10
Cc1ccc(S(=O)(=O)C(C)C(=O)c2ccc3c(c2)OCCO3)cc1 (stereo not drawn),28,6,1,-13,-3,17,7,-0.1,-18
Cc1cccc(Nc2nc(NCc3ccco3)nc(N3CCOCC3)n2)c1,32,6,-9,-13,-2,-11,7,1.2,0
COc1ccc(Oc2coc3c(CN4CCOCC4)c(O)ccc3c2=O)cc1,-6,5,2,-357,-21,1,11,-0.4,2
Cc1ccccc1C(C(=O)NCc1ccco1)N(CC1CCCO1)C(=O)Cn1nnc2ccccc21 (stereo not drawn),0,20,-7,27,9,8,14,0.1,1
Cc1nc(=O)c(-c2ccccc2)c(C)n1CCCCCC(=O)O,-1,4,0,-3,0,3,0,-0.3,1
C=CCn1cc(-c2cccc(C(F)(F)F)c2)cc(C#N)c1=O,11,0,2,-177,-8,-4,2,0.6,31
CCC(=O)Nc1cccc2c1C(=O)N(C)C2=O,17,3,5,-75,-1,-3,3,0.6,7
CCc1cc2c(=O)[nH]c(COC)nc2s1,21,-9,5,-4,0,-1,8,0.9,-25
CC(c1cc2ccccc2s1)N(O)C(N)=O (stereo not drawn),nt,4,0,-20,nt,0,12,nt,nt
CCc1nnc(NC(=O)CSc2nnc3c4ccccc4n(C)c3n2)s1,7&8,-9,2,-1,-7,-3,13&6,2.0,5
CC(NC(=O)COC(=O)c1ccc(N(C)C)cc1)c1ccccc1 (stereo not drawn),-22,-3,3,11,-8,-2,7,59,-2
CCOC(=O)C(NC(=O)NC1CCCCC1)(c1ccccc1)C(F)(F)F (stereo not drawn),-3,4,-2,-2,-2,2,7,0.0,-1
CCOP(=O)(c1ccccc1)c1nc(-c2ccccc2Cl)oc1N1CCCCC1 (stereo not drawn),71*,1,-1,16,-15,21,6,-0.3,1
CCn1c(SCc2ccc(Cl)cc2)nnc1-c1ccccc1,12,7,1,35,7,-14,9,-0.3,-6
CCc1noc(C)c1C(=O)N1CCCC(C(=O)c2ccc(OC)c(F)c2)C1 (stereo not drawn),20,8,-1,-18,-3,-8,2,-0.4,12
COc1ccc2c(c1OC)C(=O)N(c1ccc(C)c(C)c1)C2=O,2,6,2[fluorescence artefact?],-9,-1,-10,8,2.0,-11
CN(Cc1cccs1)C(=O)/C=C/c1ccccc1[N+](=O)[O-],-36,-7,1,-3,5,0,4,0.1,29
Fc1ccc(-c2csc(/C=C/c3ccc4c(c3)OCO4)n2)cc1,19,-10,-2[fluorescence artefact?],-35,-8,-6,3,2.1,5
Cn1ccnc1Sc1ccc(/C=N/NC(=O)c2ccccc2[N+](=O)[O-])cc1[N+](=O)[O-],3,2,-8,7,-17,-15,12,0.2,-2
CC(C)(C(=O)O)n1cncn1,31,0,1,15,1,2,7,3.5,-11
COc1ccc(Br)c2c1C(=O)CC2,-10,5,-1,-17,-16,-7,11,1.1,20

# 15 structures out of the list, arranged by formula weight, highest first.
SMILES,EP2 modulator,Rad51 HR inh,eIF4E 4G PPI,Calpain2 inh,Tb hexokinase,14-3-3 Bad inh,EP2 antag,L929 necroptosis,Hck-Nef inh
Cc1ccccc1C(C(=O)NCc1ccco1)N(CC1CCCO1)C(=O)Cn1nnc2ccccc21 (stereo not drawn),0,20,-7,27,9,8,14,0.1,1
CCOP(=O)(c1ccccc1)c1nc(-c2ccccc2Cl)oc1N1CCCCC1 (stereo not drawn),71*,1,-1,16,-15,21,6,-0.3,1
Cn1ccnc1Sc1ccc(/C=N/NC(=O)c2ccccc2[N+](=O)[O-])cc1[N+](=O)[O-],3,2,-8,7,-17,-15,12,0.2,-2
CCc1nnc(NC(=O)CSc2nnc3c4ccccc4n(C)c3n2)s1,7&8,-9,2,-1,-7,-3,13&6,2.0,5
CCc1noc(C)c1C(=O)N1CCCC(C(=O)c2ccc(OC)c(F)c2)C1 (stereo not drawn),20,8,-1,-18,-3,-8,2,-0.4,12
CCOC(=O)C(NC(=O)NC1CCCCC1)(c1ccccc1)C(F)(F)F (stereo not drawn),-3,4,-2,-2,-2,2,7,0.0,-1
CCn1c(SCc2ccc(Cl)cc2)nnc1-c1ccccc1,12,7,1,35,7,-14,9,-0.3,-6
Fc1ccc(-c2csc(/C=C/c3ccc4c(c3)OCO4)n2)cc1,19,-10,-2[fluorescence artefact?],-35,-8,-6,3,2.1,5
Cc1nc(=O)c(-c2ccccc2)c(C)n1CCCCCC(=O)O,-1,4,0,-3,0,3,0,-0.3,1
COc1ccc2c(c1OC)C(=O)N(c1ccc(C)c(C)c1)C2=O,2,6,2[fluorescence artefact?],-9,-1,-10,8,2.0,-11
C=CCn1cc(-c2cccc(C(F)(F)F)c2)cc(C#N)c1=O,11,0,2,-177,-8,-4,2,0.6,31
CN(Cc1cccs1)C(=O)/C=C/c1ccccc1[N+](=O)[O-],-36,-7,1,-3,5,0,4,0.1,29
CC(c1cc2ccccc2s1)N(O)C(N)=O (stereo not drawn),nt,4,0,-20,nt,0,12,nt,nt
CCC(=O)Nc1cccc2c1C(=O)N(C)C2=O,17,3,5,-75,-1,-3,3,0.6,7
CC(C)(C(=O)O)n1cncn1,31,0,1,15,1,2,7,3.5,-11

# (list continues)
SMILES,EP2 modulator,Rad51 HR inh,eIF4E 4G PPI,Calpain2 inh,Tb hexokinase,14-3-3 Bad inh,EP2 antag,L929 necroptosis,Hck-Nef inh
CC(=O)N1CCCc2cc(S(=O)(=O)N3CCN(C4CCCCC4)CC3)ccc21,-5,-3,0,24,-1,-15,18,-0.4,-2
Cn1ccnc1C(=O)C1CCCN(Cc2cn[nH]c2-c2ccc(-c3ccccc3)cc2)C1 (stereo not drawn),-40,-3,1,-27,-4,-4,10,2.0,15
CC1(C)CC(=O)C2=C(C1)OC(N)=C(C#N)C2c1cn(-c2ccccc2)nc1-c1ccc(F)cc1 (stereo not drawn),6,0,0,18,-1,-3,14,0.0,2
O=C(O)C(Cc1c[nH]c2ccccc12)N1C(=O)C2C3c4ccccc4C(c4ccccc43)C2C1=O (stereo not drawn),-12,8,1,-60,11,-8,8,1.9,16
COc1ccccc1N(C)S(=O)(=O)c1ccc(Cl)c(C(=O)OCc2c(C)noc2C)c1,38,19,-1,10,7,60,5,0.5,-6
Cc1nn(Cc2ccccc2Cl)c(C)c1C(=O)NC1=NCCS1,10,-1,-16,-2,2,-16[fluorescence artefact?],14,0.5,3
O=C(C1CC1)N1CCN(C(c2ccccc2)c2ccccc2)CC1,31,5,3[fluorescence artefact?],-12,-1,-4,12,0.4,2
